# Screening data from PubChem BioAssay.
# HGIII-sPLA2 inh – Blocks human group III sPLA2 activity. Q9NZ20. QFRET BODIPY PC-A2 liposome hydrolysis, fluorescence. hit rate 0.56% among 370,000. inhibition, % at 12.2 µM;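 active means inhibition above mean plus 3 SD of compounds lying within the high and low control bounds, cut at about 19% in these data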;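 further: 0% = median of test compound wells and 100% = no enzyme DMSO wells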
# PLC-gamma1 inh – PLC-gamma1 (human) inhibition, primary screen | purified PLC-gamma1, fluorogenic substrate, fluorescence | inhibition, % at 12.2 µM | hit rate 0.84% among 370,000; in the data active means inhibition above about 9.5%
# DAX1 inh-1 – DAX1 (NR0B1) inhibition, primary screen; AID 652010; inhibition, % at 6.8 µM; hit rate 1.1% among 370,000; HEK293T StAR-luciferase reporter, SF-1/DAX-1 repression relief;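 active means inhibition above the mean over all tested compounds plus 3 SD, cut at about 3.6% in these data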;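 further: 0% = DAX-1 cells with DMSO and 100% = cells lacking DAX-1 with DMSO; higher inhibition means more luminescence from relief of DAX-1 repression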
# PLCb3 inh – inhibitors of human phospholipase C beta3 | inhibition, % at 12.2 µM | hit rate 0.18% among 370,000 | Q01970 | Purified PLC-beta3, fluorogenic substrate, fluorescence; in the data active means inhibition above about 11%;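 further: 0% = median of compound wells on plate and 100% = full blocker control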
# Target sequence (Q01970 whole entry, looked up): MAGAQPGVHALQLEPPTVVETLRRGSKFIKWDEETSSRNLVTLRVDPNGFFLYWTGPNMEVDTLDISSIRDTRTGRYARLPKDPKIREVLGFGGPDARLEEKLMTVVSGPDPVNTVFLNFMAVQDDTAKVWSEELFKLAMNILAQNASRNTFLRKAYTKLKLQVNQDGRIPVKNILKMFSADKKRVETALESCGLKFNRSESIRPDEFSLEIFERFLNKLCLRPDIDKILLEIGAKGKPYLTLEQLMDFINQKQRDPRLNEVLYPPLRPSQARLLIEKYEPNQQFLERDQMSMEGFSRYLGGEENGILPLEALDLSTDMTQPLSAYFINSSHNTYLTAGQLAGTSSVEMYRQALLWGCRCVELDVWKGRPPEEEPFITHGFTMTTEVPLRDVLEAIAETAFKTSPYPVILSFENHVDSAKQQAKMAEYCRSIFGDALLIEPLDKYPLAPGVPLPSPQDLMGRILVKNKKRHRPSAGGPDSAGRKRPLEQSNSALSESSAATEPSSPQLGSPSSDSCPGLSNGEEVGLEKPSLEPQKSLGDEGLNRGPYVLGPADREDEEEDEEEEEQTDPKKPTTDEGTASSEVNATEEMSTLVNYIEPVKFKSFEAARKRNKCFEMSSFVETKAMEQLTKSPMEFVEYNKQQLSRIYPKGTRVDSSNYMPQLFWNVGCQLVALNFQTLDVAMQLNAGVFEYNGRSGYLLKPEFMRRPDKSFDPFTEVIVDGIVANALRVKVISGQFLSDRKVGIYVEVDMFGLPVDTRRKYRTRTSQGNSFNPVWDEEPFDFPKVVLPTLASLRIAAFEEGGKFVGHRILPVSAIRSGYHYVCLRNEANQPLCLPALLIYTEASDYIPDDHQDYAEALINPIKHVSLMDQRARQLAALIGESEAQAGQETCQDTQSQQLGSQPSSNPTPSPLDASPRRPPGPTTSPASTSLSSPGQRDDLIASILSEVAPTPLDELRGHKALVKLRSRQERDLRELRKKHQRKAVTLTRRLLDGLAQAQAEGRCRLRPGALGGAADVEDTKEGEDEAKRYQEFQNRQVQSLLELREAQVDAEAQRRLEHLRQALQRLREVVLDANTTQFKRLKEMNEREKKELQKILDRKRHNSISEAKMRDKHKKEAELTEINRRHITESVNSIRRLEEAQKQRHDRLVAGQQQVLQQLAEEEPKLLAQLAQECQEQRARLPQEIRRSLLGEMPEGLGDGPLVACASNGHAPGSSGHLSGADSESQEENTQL
# FXN GAA850 act – frataxin GAA850 promoter activation | HEK293 lucGAA850 FXN promoter luciferase reporter, 24 h; percent of 10 µM SAHA response | activation, % at 6 µM | hit rate 0.56% among 360,000;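 active means activation above the average of all compounds screened plus 3 SD, cutoff fixed separately per campaign, cut at about 7.5% in these data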;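 further: 0% = DMSO wells and 100% = 10 µM SAHA wells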
# ADAM10 inh – inhibits human ADAM10 | recombinant ADAM10, EDANS/DABCYL FRET peptide cleavage, 3 h | inhibition, % at 7 µM | hit rate 0.62% among 370,000;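 active means inhibition above a per-campaign cutoff equal to the mean of compounds falling between control-based bounds plus 3 SD, cut at about 20% in these data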;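 further: 0% = DMSO wells while the 100% control is not disclosed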
# ADAM17 inh – inhibitors of human ADAM17; P78536; recombinant ADAM17, EDANS/DABCYL FRET peptide cleavage; inhibition, % at 6.95 µM; hit rate 0.83% among 370,000; AID 720648;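 active means inhibition above the mean of compounds lying between control limits plus 3 SD, set per campaign, cut at about 8.5% in these data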;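 further: 0% = DMSO-only wells as the low control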
# ssDAF-12 act – activators of S. stercoralis DAF-12 nuclear receptor. HEK293 ssDAF-12/GRIP1 lit1-tk-luc reporter, luminescence; % of 3 µM dafachronic acid response. activation, % at 6.8 µM. hit rate 1% among 370,000. AID 652126;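 active means activation above the mean over all tested compounds plus 3 SD, cut at about 0.9% in these data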;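 further: 0% = DMSO-only wells and 100% = 3 µM delta7-dafachronic acid wells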
# hgDAF12 agonist – activates the H. glycines DAF-12 receptor ligand-binding domain; activation, % at 6.8 µM; AID 687014; HEK293 GAL4-hgDAF12 UAS-luciferase reporter, agonist luminescence; normalized to butyrate control; hit rate 1.8% among 370,000;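 active means activation above a cutoff set at the mean of all screened compounds plus 3 SD, cut at about 10% in these data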;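 further: 0% = DMSO wells and 100% = sodium butyrate wells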
# hcDAF-12 act – activators of H. contortus DAF-12 nuclear receptor; HEK293 hcDAF-12 lit1-tk-luc reporter, luminescence; 0% DMSO, 100% Δ7-dafachronic acid; activation, % at 6.8 µM; hit rate 1.4% among 370,000; AID 652067;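 active means activation above the mean of all tested compounds plus 3 SD, cut at about 5.5% in these data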;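 further: 100% = response to 3 µM Δ7-dafachronic acid high control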
# DAX1 inh-2 – inhibitors of human orphan nuclear receptor DAX1 (NR0B1) | HEK293 Gal4-DAX1 luciferase reporter, luminescence | inhibition, % at 6.75 µM | hit rate 0.99% among 340,000 | AID 504766;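 active means inhibition above the mean over all tested compounds plus 3 SD, cut at about 4.2% in these data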;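 further: 0% = DAX1-transfected cells with DMSO and 100% = empty-vector control cells with DMSO; inhibition shows as a rise in luminescence from relieved DAX1 repression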
# Numbers without * were called inactive; nt = no result given. Not a hit list; overall some 6.9% were active at least once.
SMILES,HGIII-sPLA2 inh,PLC-gamma1 inh,DAX1 inh-1,PLCb3 inh,FXN GAA850 act,ADAM10 inh,ADAM17 inh,ssDAF-12 act,hgDAF12 agonist,hcDAF-12 act,DAX1 inh-2
COc1ccc(CCN2CC(C(=O)N(C)CCOc3ccccc3)CCC2=O)cc1 (centres undefined),-1.4,3.2,-1.1,-7.3,0.6,-8.7,-1.8,-1.6,1.9,-0.3,-0.6
O=C(CNc1cccc(C(F)(F)F)c1)N/N=C/c1cn(-c2ccccc2)nc1-c1ccccc1,-3.3,-2.2,-0.4,-1.9,5.7,-0.5,0.7,-0.6,0.0,-2.3,0.5
COC(=O)c1ccc2c(=O)n(CCCN3CCCC3=O)c(=S)[nH]c2c1,11.4,5.7,1.1,7.0,-0.1,12.4,4.7,-1.5,2.0,1.1,1.7
CN(C)S(=O)(=O)c1ccc(C(=O)N2CCN(S(=O)(=O)c3ccc4c(c3)OCCO4)CC2)cc1,-1.1,2.3,0.5,-5.9,-1.6,-6.8,1.2,-1.0,2.5,0.8,0.3
CC(OC(=O)CNS(=O)(=O)c1ccc(C#N)cc1)C(=O)Nc1ccc(Cl)cn1 (centres undefined),-1.6,-2.5,-0.3,2.2,0.6,-5.5,-2.0,-0.4,1.3,-0.7,2.6
COCCNC(=O)CSc1nc(-c2ccc(OC)c(OC)c2)cc(C(F)(F)F)n1,2.2,-269.2,0.1,-328.2,-0.9,-62.9,-18.4,-1.2,-1.6,-1.3,-0.8
N#C[C@H](N)[C@H]1O[C@@H](n2ccc(=O)[nH]c2=O)[C@H](O)[C@@H]1O,-1.9,-20.7,0.7,-23.9,nt,-44.0,-6.6,-1.3,0.4,0.8,nt
COc1ccc(NC(=O)C(C)N=C2NS(=O)(=O)c3ccccc32)cc1S(N)(=O)=O (centres undefined),7.3,1.5,2.2,-2.6,-0.5,-6.5,0.2,-0.9,15.0*,1.2,1.0
C[C@@H]1CN([C@H](C)CO)C(=O)CCCn2nncc2CO[C@H]1CN(C)S(=O)(=O)c1ccc(Cl)cc1,-2.7,3.6,0.0,4.3,0.3,-7.3,-0.4,-1.3,0.0,0.3,1.3
CN(CC(=O)Nc1cccc(F)c1)C(=O)CCCN1C(=O)c2cccc3cccc(c23)C1=O,-6.8,-7.5,0.7,-7.5,13.9*,-149.3,-36.1,-1.2,-0.6,-1.1,-1.5
Cc1ccc(-n2c(P(C)(=O)O)nc3ccccc32)cc1,-5.8,-0.9,0.1,2.8,0.8,-0.5,-1.9,-1.2,3.9,-1.6,-0.1
CC(=O)Nc1ccc(N2CCCCC2)c(C(=O)Nc2cccc(C)c2)c1,-7.6,-11.2,-1.3,-17.1,-1.2,6.7,2.1,-1.5,-2.2,-1.4,-2.1
O=C(Oc1cc(=O)n2ccccc2n1)c1ccccc1,2.1,-3.3,-0.5,-0.4,-3.0,-2.4,1.4,-1.2,0.2,0.4,2.2
Cc1ccc(C)c2sc(N3CCN(C(=O)c4ccc([N+](=O)[O-])o4)CC3)nc12,9.5,1.2,-2.3,-5.8,2.8,-10.0,-3.0,-0.8,1.4,-0.7,-0.7
COC(=O)N/N=C/c1ccccc1OCc1ccccc1,-1.3,0.5,-0.8,0.1,1.4,-1.4,-0.7,-1.7,-0.5,-1.4,0.5
Cc1cc2c(C)nc(N/N=C/c3ccc(F)cc3)nc2o1,-0.2,-9.9,-0.2,-20.9,3.0,-18.9,-4.0,-1.0,1.2,2.0,0.0
O=c1cc(O)nc(SCc2ccccc2)[nH]1,4.9,-1.0,0.2,-1.9,1.9,-0.6,1.8,-1.6,-2.4,6.7*,1.0
CCOC(=O)c1csc(NC(=O)c2cc(OC)c(OC)c(OC)c2)n1,-7.4,-0.4,0.1,1.3,-3.7,-5.6,-0.1,-1.8,-1.6,-2.1,-0.6
CCN(CC)c1ccc(C(=C2C=CC(=[N+](CC)CC)C=C2)c2ccc(N(CC)CC)cc2)cc1,60.5*,0.8,-6.7,-12.7,-9.9,22.9*,6.8,-2.7,-10.2,-5.8,-3.1
CC1CCC(NC(=O)CN2CCN(S(=O)(=O)c3cccs3)CC2)CC1 (centres undefined),-0.1,0.4,-0.9,-4.9,0.7,-1.9,-1.0,-1.3,-0.4,-0.3,0.5
O=C(c1ccco1)N1CCN(Cc2nnc(-c3ccccc3)o2)CC1,7.2,0.6,0.2,-3.1,1.4,-10.1,0.1,0.0,-3.0,-1.1,0.8
C=CCn1c(=O)c2c(nc3n2CC(C)CN3Cc2ccccc2)n(C)c1=O (centres undefined),6.3,0.7,-0.9,-5.2,3.4,4.0,-2.4,-0.7,0.9,-3.5,-0.2
COc1cc(C(=O)O)c2c(c1C)OC(=O)c1c(C)cc(O)c(C=O)c1O2,-1.1,-0.8,-0.1,-15.6,-0.2,-6.7,2.0,-1.0,1.6,-0.3,2.9
CCOc1ccc(C(=O)/C=C/c2ccc(SC)cc2)cc1,-12.0,-250.0,-0.6,-317.3,2.2,-2.4,-2.0,-2.2,-3.4,-1.2,0.3
CCOc1ccc(NS(=O)(=O)c2cc(NC(=O)c3cccc(C)c3)ccc2Cl)cc1,-27.7,-0.2,-0.2,4.7,-0.4,31.1*,13.7*,-1.9,0.9,1.3,-0.5

# Brought forward from above: 2 compounds; new compounds follow.
SMILES,HGIII-sPLA2 inh,PLC-gamma1 inh,DAX1 inh-1,PLCb3 inh,FXN GAA850 act,ADAM10 inh,ADAM17 inh,ssDAF-12 act,hgDAF12 agonist,hcDAF-12 act,DAX1 inh-2
CCOc1ccc(C(=O)/C=C/c2ccc(SC)cc2)cc1,-12.0,-250.0,-0.6,-317.3,2.2,-2.4,-2.0,-2.2,-3.4,-1.2,0.3
CCOc1ccc(NS(=O)(=O)c2cc(NC(=O)c3cccc(C)c3)ccc2Cl)cc1,-27.7,-0.2,-0.2,4.7,-0.4,31.1*,13.7*,-1.9,0.9,1.3,-0.5
O=C(NC1CCCC1)C(c1cccnc1)N(CCc1ccccc1)C(=O)c1ccco1 (centres undefined),-1.4,-0.9,0.5,3.2,1.1,-12.2,-0.4,-0.8,-0.6,-0.6,nt
Cc1ccc(NC2c3ncccc3C(=O)N2C2CCCCC2)cc1C (centres undefined),0.0,-0.7,-0.7,2.0,-2.6,4.9,-1.9,-0.8,0.5,0.6,-0.9
CN(CC(=O)Nc1ccccc1Br)C(=O)CCCSc1nc2ccccc2[nH]1,6.0,0.0,-0.2,-7.3,-0.6,-10.0,-2.6,-0.8,-2.2,0.3,0.1
Nc1ccc(Oc2ccc([N+](=O)[O-])cc2[N+](=O)[O-])cc1,10.7,0.4,-0.5,-0.9,7.3,-10.3,-1.6,-1.0,1.1,-1.0,-0.8
CC(C)(C)NC(=O)/C(=C\c1ccco1)NC(=O)c1cccs1,-0.9,-8.8,0.4,-9.5,3.0,-3.2,1.8,-1.4,0.8,-3.2,0.0
CC1CCCCC1NC(=O)COc1cccnc1[N+](=O)[O-] (centres undefined),4.1,3.9,0.0,1.5,2.6,-11.7,-4.1,-0.9,1.8,-0.1,0.6
C=CCNC(=S)N1CCC(C(=O)c2ccc(C)cc2)CC1,9.6,-1.1,0.1,-1.6,0.8,-1.5,-6.4,-0.9,0.0,0.8,-0.6
CC(C)CNC(=O)c1cccc(NC(=O)Cc2ccc(Br)cc2)c1,-8.9,1.9,-0.4,4.4,-4.5,8.1,-1.6,-1.8,-2.2,-4.0,-0.8
CCC(C(=O)NC(C)c1ccccc1)C(=O)NC(C)c1ccccc1 (centres undefined),-2.7,4.7,-0.1,-7.6,-2.3,11.1,1.6,-1.2,1.5,-0.1,1.1
CCOc1ccc(NC(=O)CCS(=O)(=O)c2ccc(Br)cc2)cc1,-5.8,0.6,-0.4,-2.0,0.1,0.2,-2.1,-1.2,1.9,-0.3,-0.1
COc1ccc(N2C(=O)CCC(C(C)=O)=C2C)cc1,-2.7,1.8,-0.3,1.9,-4.1,1.3,-1.0,-1.2,4.7,-1.7,0.6
O=C(O)CCn1cc(/C=N/O)c(-c2cccc([N+](=O)[O-])c2)n1,6.0,-2.2,-0.1,3.6,0.1,-6.5,-3.1,-1.5,1.2,-0.1,-0.6
CCN1C(=O)c2ccc(C(=O)Nc3c(C)cc(C)cc3C)cc2C1=O,12.2,3.5,0.1,2.6,0.6,-7.6,-9.6,-1.3,2.2,1.1,1.1
CC(=NO)C1CCC2C3CCC4=CC(=NO)CCC4(C)C3C(O)CC12C (centres undefined),-5.7,0.8,-1.6,-3.9,-0.4,-18.9,-0.4,-0.9,-2.1,-1.4,1.3
COc1ccccc1N1CCN(c2ncnc3c2oc2ccccc23)CC1,8.1,-0.9,0.7,-0.1,1.1,-3.1,-5.3,-1.2,0.9,-0.1,0.0
CC(C)(C)CN1CCNC(=O)C1CC(=O)N1CCOc2ccccc2C1 (centres undefined),-4.0,-27.9,-0.4,-32.4,-0.1,-27.8,-9.6,-1.2,-1.1,1.0,1.8
O=C(Nc1ccc2c(c1)[C@@H]1C[C@@H](CC(=O)N3CCCCC3)O[C@@H](CO)[C@@H]1O2)NC1CCCCC1,5.6,3.5,-0.4,2.7,-2.4,-1.0,2.4,-0.5,-1.8,-1.0,0.5
O=C(Cc1ccccc1)N(c1ccc(F)cc1)C1C=CS(=O)(=O)C1 (centres undefined),-1.2,4.5,-0.2,3.8,-1.5,0.1,1.3,-1.5,1.9,1.8,2.4
CCCCCC(=O)Nc1nc(C)c(-c2csc(Nc3ccc(Cl)cc3)n2)s1,-2.3,-5.3,-0.3,-6.5,-1.1,-3.2,-0.3,0.2,2.2,4.8,2.6
O=C(O)CC(NC(=O)OCc1ccccc1)c1ccccc1 (centres undefined),-1.3,3.9,-0.1,2.0,0.2,-3.1,-1.3,-1.4,-0.1,-0.7,0.6
CN(C)C(CNC(=O)CCS(=O)(=O)c1ccccc1)c1ccccc1 (centres undefined),8.2,-3.9,-0.2,-6.0,2.1,5.7,-1.9,0.5,3.9,8.9*,0.4
CCCCNC(=S)Nc1ccc2nc3n(c(=O)c2c1)CCCCC3,18.3,1.5,-0.6,-0.4,-1.3,-23.4,-13.1,-1.3,0.1,-1.6,-1.6
O=c1cc2c(nn1Cc1ccccc1Cl)-c1ccccc1CC2,-9.2,-1.4,-0.7,-4.5,2.8,-2.1,3.3,-1.0,-0.2,-1.0,-0.8
O=[N+]([O-])c1ccc([N+](=O)[O-])c(Nc2ccc(N3CCOCC3)cc2)c1,1.9,1.7,-0.5,-0.3,0.5,-7.6,-3.0,-1.5,2.0,-0.3,0.0
CCc1ccc(S(=O)(=O)Nc2ccc(-c3ccc4nnc(C)n4n3)cc2)s1,-10.8,-133.9,-0.1,-155.2,5.3,1.7,-4.8,-1.5,-1.5,0.4,0.7
CC(C)CCNC(=O)C(C)N(C(=O)c1snc(C(N)=O)c1N)c1cnc2ccccc2c1 (centres undefined),0.9,-25.5,0.0,-28.4,0.9,-34.6,-14.9,-1.0,-0.9,-1.9,-1.8
O=[N+]([O-])c1cc(F)c(N2CCCCC2)cc1N1CCOCC1,3.9,1.2,-1.4,0.3,0.8,6.9,-1.0,-1.1,6.5,-0.5,-0.3
